TRPN1 ag – activates the zebrafish TRPN1 channel; AID 1424; hit rate 0.18% among 220,000; activation, % at 3 µM; HEK293 zebrafish TRPN1-YFP, Fluo-8 calcium fluorescence; 100% = response to 87 µM carbachol;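 active = activation above its plate's cutoff, the mean activation of test wells on that plate plus 3 SD, cut at about 19% in these data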;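 note: 0% = DMSO alone and 100% = 87 µM carbachol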
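Material: zebrafish TRPN1-YFP in HEK293 cells; Doses: single test compound dose, 3 µM nominal, 0.3% DMSO; Timing: dye loading 1 h at 37 °C, then 30 min room temperature; Technique: intracellular calcium fluorescence with Fluo-8; Benchmarks: high carbachol 87 µM, low DMSO alone.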
Runt-SMMHC FRET – inhibitors of human RUNX1 Runt domain binding to CBFb-SMMHC | inhibition, % at 20 µM | hit rate 0.74% among 220,000 | AID 1434 | Q01196+Q13951 | Cerulean-Runt/Venus-CBFb-SMMHC FRET ratio 530/480, 1 h;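 active = mean inhibition across duplicate retests at 20 µM reaching about 50%, limit read from the data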;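 note: 0% = DMSO wells and 100% = wells with excess untagged CBFb-SMMHC; inhibitors lower the FRET ratio by blocking Runt binding to CBFb-SMMHC; some results filed as inactive read as strong as hits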
MDM2 E3 inh – inhibitors of human Mdm2 E3 ubiquitin ligase; Q00987; cell-based MDM2 ubiquitination luciferase reporter, 2 h; 0 = plate control, 100 = twice control, blank-subtracted; signal enhancement, % at 5 µM; hit rate 0.11% among 210,000;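 active = signal enhancement of 30% or more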;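 note: luminescence tracks abundance of the self-degrading MDM2-luciferase fusion protein; higher signal means inhibition of MDM2 E3 ligase activity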
Target sequence (Q00987 whole entry, looked up, the tested form may be a part): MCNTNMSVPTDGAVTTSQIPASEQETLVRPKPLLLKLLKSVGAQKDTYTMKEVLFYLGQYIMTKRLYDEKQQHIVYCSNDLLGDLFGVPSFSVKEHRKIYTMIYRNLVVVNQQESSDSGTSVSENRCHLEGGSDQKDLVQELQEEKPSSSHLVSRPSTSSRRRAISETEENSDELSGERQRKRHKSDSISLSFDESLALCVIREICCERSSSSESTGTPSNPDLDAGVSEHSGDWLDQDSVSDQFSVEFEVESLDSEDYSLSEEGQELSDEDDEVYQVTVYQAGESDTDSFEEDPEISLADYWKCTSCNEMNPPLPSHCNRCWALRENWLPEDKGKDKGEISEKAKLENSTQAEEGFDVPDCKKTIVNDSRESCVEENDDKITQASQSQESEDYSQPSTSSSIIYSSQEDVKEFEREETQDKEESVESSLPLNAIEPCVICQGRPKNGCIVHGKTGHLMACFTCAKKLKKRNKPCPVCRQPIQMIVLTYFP
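Test system: mammalian cells stably expressing self-ubiquitinating, self-degrading MDM2 E3–luciferase fusion; Amount: 2000 cells in each well; Medium: DMEM; Schedule: 4 h settle plus 2 h compound, 37 °C; Technique: SteadyLite luciferase luminescence after 15 min room-temperature reagent incubation; Benchmarks: plate control and blank wells.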
TRPML3 ag – agonists of human TRPML3 channel; Q8TDD5; hit rate 0.29% among 220,000; activation, % at 3 µM; HEK293 TRPML3-YFP, Fluo-8 calcium fluorescence; 100% = the carbachol control signal; AID 1448;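 active = activation above its plate's cutoff, the mean activation of the plate's test wells plus 3 SD, cut at about 12% in these data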;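 note: 0% = DMSO only wells and 100% = carbachol wells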
Target sequence (Q8TDD5 whole entry, looked up): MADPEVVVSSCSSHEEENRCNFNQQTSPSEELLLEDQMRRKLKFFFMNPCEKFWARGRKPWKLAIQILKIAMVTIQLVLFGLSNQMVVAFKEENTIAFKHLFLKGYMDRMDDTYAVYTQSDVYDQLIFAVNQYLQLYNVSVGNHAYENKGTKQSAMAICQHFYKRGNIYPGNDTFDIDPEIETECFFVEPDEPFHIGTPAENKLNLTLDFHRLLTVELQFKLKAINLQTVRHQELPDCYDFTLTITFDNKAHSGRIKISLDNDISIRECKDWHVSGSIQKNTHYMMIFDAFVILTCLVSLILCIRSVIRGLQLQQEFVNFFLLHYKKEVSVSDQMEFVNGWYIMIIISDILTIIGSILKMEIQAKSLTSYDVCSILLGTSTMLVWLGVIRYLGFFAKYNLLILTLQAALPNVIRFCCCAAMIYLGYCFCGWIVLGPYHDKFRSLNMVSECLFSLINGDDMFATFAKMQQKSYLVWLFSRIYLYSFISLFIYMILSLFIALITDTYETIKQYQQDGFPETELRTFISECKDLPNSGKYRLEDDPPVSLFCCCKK
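Material: TRPML3-YFP stable HEK293 cells | Dosing: One concentration, 3 µM nominal, 0.3% DMSO | Timing: 125 s total fluorescence read per well | Technique: Fluo-8 calcium dye fluorescence, ex 470-495, em 515-575 nm | Measure: Percent activation from peak-to-basal fluorescence ratio, scaled between DMSO and carbachol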
PPC-1+TRAIL kill – kills PPC-1 cancer cells in the presence of TRAIL; PPC-1 cells + TRAIL, ATPLite viability luminescence; AID 1443; hit rate 0.41% among 220,000; cell killing (% activity), % at 4 µM;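 active = cell killing above 50% in the first pass at 4 µM, then a duplicate retest at 5 µM averaging 50% or more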;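 note: plate controls were cells with TRAIL plus DMSO for no effect and medium-only wells lacking cells for full effect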
TNF death inh – inhibitors of TNF-alpha induced necroptosis in Jurkat FADD-/- cells | Jurkat FADD-/- TNF necroptosis rescue, ATP luminescence, 24 h; 0 = TNF only, 100 = no-TNF cells | activation (protection from cell death), % at 10 µM | hit rate 0.068% among 220,000;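 active = activation, meaning protection from cell death, of at least 50% relative to plate controls; inactive = activation below 50%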;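 note: necroptosis triggered by 40 ng/mL TNF-alpha added together with compound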
CHOP inh – blocks CHOP induction under ER stress; CHO-K1 CHOP-promoter luciferase, tunicamycin-induced, 15-18 h; inhibition, % at 10 µM; hit rate 3.8% among 220,000; AID 2732;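 active = compounds that reduced the stress-induced luciferase reporter signal by more than about 70% of percent inhibition, limit read from the data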;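 note: 0% = tunicamycin plus vehicle and 100% = wells without tunicamycin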
NCF1 inh – blocks human p47phox regulatory protein of NADPH oxidases; AID 1274; P14598; inhibition, % at 24.7 µM; hit rate 0.53% among 220,000; p47phox/p22phox peptide binding, fluorescence polarization, 2 h;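 active = inhibition above about 30%, limit read from the data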;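 note: 0% = p47phox with labelled peptide and 100% = labelled peptide alone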
EBV gp42 block – EBV gp42 inhibition. hit rate 0.42% among 220,000. Fluorescence polarization binding assay, mP read-out. inhibition, % (tested at 21.74 µM). Q1HVG2; in the data active = inhibition above about 50%
An asterisk follows results filed as active; · = not tested or not shown. Rows are unselected (roughly 5.9% active in at least one column).

SMILES | TRPN1 ag | Runt-SMMHC FRET | MDM2 E3 inh | TRPML3 ag | PPC-1+TRAIL kill | TNF death inh | CHOP inh | NCF1 inh | EBV gp42 block
COc1cc(CNC2CCCCCC2)cc(OC)c1O | 0.5 | -1 | -14 | 1.3 | 11 | -3.3 | 9 | 3 | -9
CCOc1ccc(N(CC(=O)NCc2ccccc2OC)S(C)(=O)=O)cc1 | 0.5 | 1 | -11 | 0.1 | 23 | -4.3 | 1 | -17 | -10
O=C(/C=C/c1ccco1)N1CCN(S(=O)(=O)c2ccc(F)c(F)c2F)CC1 | 0.8 | 0 | 0 | 0.9 | · | -0.9 | -17 | -15 | -8
Cc1nn(Cc2ccc(Cl)cc2Cl)c(Cl)c1/C=C/C(=O)OCC(=O)NCC(F)(F)F | 0.9 | 1 | -16 | 0.6 | -28 | -5.0 | 77* | -14 | -22
O=C(CN1C2=NCCCN2c2ccccc21)c1ccc2c(c1)OCO2 | -0.5 | -13 | -33 | 0.6 | 5 | 1.7 | 22 | 4 | -3
Cc1cc(NC(=O)CSc2nnc(C3CC3)n2N)no1 | 1.4 | 3 | -10 | -0.4 | 0 | 1.0 | 28 | -5 | 0
COC(=O)c1cc(COC(=O)c2cccnc2SC)oc1C | -2.1 | -1 | 3 | -0.5 | -9 | -4.0 | 35 | -6 | 2
COc1cc(-c2nn3c(-c4cccnc4)nnc3s2)cc(OC)c1OC | 2.6 | 2 | 4 | 0.6 | 12 | -3.9 | -5 | 9 | 11
CSc1cccc(NCc2ccc([N+](=O)[O-])cc2)c1 | -1.8 | -3 | -14 | -0.1 | 1 | 0.2 | -32 | -13 | -20
Clc1cc(Cl)cc(Nc2ncn[nH]2)c1 | 2.3 | 4 | -12 | 1.8 | -13 | -1.8 | 24 | -21 | -46
CN1CCN(C(=O)C2=C[C@@H](c3csc4ccccc34)C[C@@H](OCCCCO)O2)CC1 | 0.8 | -1 | · | 0.8 | 5 | 1.1 | 10 | -11 | -5
CC(C)(C)OC(=O)N1CCCC1C(=O)NCCc1ccccc1 (centres undefined) | 0.9 | 0 | 11 | -0.1 | -2 | -1.2 | -2 | 5 | -15
CC(C)C(NC(=O)c1ccc(Br)cc1)C(=O)NC1=NCCS1 (centres undefined) | 0.0 | 4 | 0 | 0.8 | 9 | -0.2 | -3 | -9 | -15
CSCCC(NC(=O)c1ccccc1)C(=O)N/N=C(\C)c1ccccc1 (centres undefined) | -0.6 | 4 | -9 | 0.2 | 16 | 0.8 | 28 | -3 | -1
O=C(O)c1cc(NCc2ccc(F)cc2)ccc1N1CCOCC1 | 1.6 | 10 | 4 | 1.0 | -2 | -0.9 | 45 | -8 | -7
COc1ccc(C2C3=C(CCCC3=O)Nc3n[nH]c(C)c32)cc1OC (centres undefined) | 2.7 | -2 | -7 | 0.9 | 9 | -3.2 | 6 | -6 | -11
COc1ccc(C(=O)Nc2ccccn2)cc1 | -0.3 | -2 | -10 | 1.4 | 5 | 0.4 | 27 | -3 | 6
Cc1c(CCC(=O)O)c(=O)oc2c(C)c(OCc3cc4c(cc3Cl)OCO4)ccc12 | 2.0 | -7 | -5 | -0.1 | 11 | 1.6 | -23 | 3 | -2
COc1ccccc1N1C(=O)CC(Sc2nc(C)cc(C)n2)C1=O (centres undefined) | -1.0 | 3 | -9 | 0.6 | 3 | 2.1 | -6 | -2 | -10
CCC(OC(=O)CC1Sc2ccccc2NC1=O)C(=O)NCC1CCCO1 (centres undefined) | 0.3 | -3 | -3 | 0.4 | 28 | -1.0 | 0 | -19 | -8
Nc1nonc1/C(=N/O)N1CCN(CCO)CC1 | -0.2 | 2 | -16 | 0.9 | -12 | 1.1 | 33 | -10 | 1
COc1ccc(-c2nn(-c3ccccc3)cc2C2CC(c3cccs3)=NN2C(=O)CCCC(=O)O)cc1 (centres undefined) | 1.8 | -5 | -22 | 0.6 | -2 | -1.2 | 12 | 0 | 12
CC(=O)Nc1ccc(NC(=O)c2ccccc2F)cc1 | -0.2 | 2 | 10 | 0.0 | 4 | -0.2 | -1 | 0 | -17
CC(=O)c1c(C)[nH]c(C(=O)CSc2nc3ccccc3c(=O)n2CCCO)c1C | 1.9 | 0 | -2 | 1.5 | 6 | 7.3 | -5 | -10 | -10

Some values from the entries so far:
Reading for CC(=O)Nc1ccc(NC(=O)c2ccccc2F)cc1 under Runt-SMMHC FRET: 2
Reading for CC(=O)c1c(C)[nH]c(C(=O)CSc2nc3ccccc3c(=O)n2CCCO)c1C under TRPML3 ag: 1.5
Reading for COc1ccc(C2C3=C(CCCC3=O)Nc3n[nH]c(C)c32)cc1OC (centres undefined) under TRPML3 ag: 0.9

(listing goes on)
SMILES | TRPN1 ag | Runt-SMMHC FRET | MDM2 E3 inh | TRPML3 ag | PPC-1+TRAIL kill | TNF death inh | CHOP inh | NCF1 inh | EBV gp42 block
Cc1cc(=O)c2ccccc2n1CC(=O)NCc1ccccc1 | 0.6 | 2 | 0 | 1.9 | 2 | 1.9 | 2 | 0 | -14
CC1=Nc2ccccc2/C1=C/c1c(N)n2c(S(=O)(=O)C(C)C)nsc2nc1=O | 0.0 | 27 | -27 | -0.7 | 6 | 0.1 | 13 | -13 | -5
COc1ccc(NC(=O)COC(=O)C2CCC(C(C)(C)C)CC2)c([N+](=O)[O-])c1 (centres undefined) | -1.8 | -8 | 3 | 0.2 | 15 | 2.0 | 20 | -4 | -14
CCOC(=O)N1CCC(NC(=O)C2CCC(CNS(=O)(=O)c3ccc(OC)cc3)CC2)CC1 (centres undefined) | 1.0 | 1 | -4 | 0.8 | -4 | 0.4 | -10 | -13 | 2
O=C(CSc1nnnn1-c1ccc(O)cc1)c1ccc(F)cc1 | 0.9 | -2 | -12 | -1.0 | 22 | -10 | 17 | -17 | -2
CCCCNC(=O)c1c(CSc2ccccc2)noc1C(=O)NCc1ccccc1 | · | 0 | 2 | · | -12 | 3.6 | 45 | -1 | -12
COc1ccc(C)cc1-n1c(SCC(=O)Nc2cc(C)on2)nc2ccccc2c1=O | -0.9 | 0 | -12 | 0.5 | 20 | 2.4 | 29 | -12 | -10
Cc1nnn(C23CC4CC(CC(CC(=O)Nc5cccc(F)c5)(C4)C2)C3)n1 | 0.1 | 2 | -15 | -0.1 | -2 | 0.3 | -5 | -10 | -14
CC(C)c1ccc(/C=C/C(=O)N2CCCCCC2)cc1 | -0.9 | 3 | -1 | -0.4 | 0 | 2.2 | 5 | -5 | 2
CC(C)OC(=O)c1cn(-c2ccccc2)nc1-c1ccc2c(c1)OCCO2 | 0.7 | -3 | -21 | -0.1 | 27 | -1.5 | 49 | -10 | 8
COC(=O)c1ccccc1NC(=O)Cn1cnc2cc(C)c(C)cc21 | 3.6 | -1 | -11 | 2.2 | 18 | -3.0 | -2 | -12 | -18
COc1ccc(C(=O)COC(=O)c2ccc3ccccc3n2)cc1 | 1.8 | 2 | -5 | -0.1 | 20 | -0.3 | 6 | -2 | 1
O=C(Nc1ccc(OC(F)F)cc1)c1ncc(Cl)c(Cl)c1Cl | -2.2 | 0 | -12 | -1.7 | 22 | 0.7 | 16 | -10 | -1
Cc1cc(N2CCCC2)nc(N2C3CCC2CC(O)(c2ccc(F)cc2)C3)n1 (centres undefined) | 0.0 | -2 | -15 | 0.0 | 3 | 0.8 | -2 | -3 | -1
O=C(Cn1c(=O)n(Cc2ccco2)c(=O)c2ccccc21)Nc1cccc(Cl)c1 | 0.4 | 10 | -1 | 0.9 | 27 | 0.8 | 55 | -28 | 8
Cc1cccc(CN2CCN(C(=O)CCl)CC2)c1 | 2.2 | 0 | -17 | 0.1 | -1 | -11 | -72 | -8 | -15
COC(=O)CCN(C(C)=O)c1ccc(N)cc1 | -1.0 | 6 | 2 | 0.8 | 14 | -1.0 | 22 | 15 | -5
COc1cccc(/C(O)=C2/C(=O)C(=O)N(Cc3cccnc3)C2c2ccco2)c1 (centres undefined) | 0.7 | 2 | -8 | 0.1 | 7 | -2.4 | -6 | 0 | -16
CCOC(=O)C1CCCCN1Cc1ccc(OC)c(OC)c1OC (centres undefined) | 0.8 | 2 | -15 | 0.6 | 13 | 1.8 | -11 | -2 | -26
O=c1/c(=C/c2ccccn2)sc2n1CN(c1ccccc1)CN=2 | -0.1 | 1 | -19 | 0.1 | 22 | 1.5 | 9 | -11 | 5
CCOc1cc(S(=O)(=O)NCc2ccc(OC)cc2)c(OCC)cc1-n1cnnn1 | 0.3 | 0 | 0 | 0.9 | 11 | -6.4 | -26 | 1 | 12
CC1=NN2C(=N)/C(=C\c3cc(C)n(-c4ccccc4)c3C)C(=O)N=C2S1 | 0.8 | 4 | 17 | 0.5 | 12 | 1.0 | -3 | -7 | 2
CCn1c(SCC(=O)O)nnc1-c1cccnc1 | 0.9 | -1 | -3 | 0.9 | 12 | 0.1 | -5 | 5 | 8
COc1cccc(CNC(=O)C2CCN(S(=O)(=O)N3CC(C)CC(C)C3)CC2)c1 (centres undefined) | -0.1 | 2 | -24 | -0.6 | 16 | -2.7 | 23 | -2 | -1
CC(C)(C)c1ccc(OCC(=O)NNC(=O)CCc2ccccc2)cc1 | -0.6 | 0 | 0 | -0.6 | 29 | -0.9 | 21 | 61* | 4
CC(NC(=O)Nc1nccs1)(C(F)(F)F)C(F)(F)F | 0.1 | 1 | · | 0.4 | 8 | 0.3 | 9 | -13 | 11
CCN(CC)CC(=O)Nc1cccc2c1C(=O)c1ccccc1C2=O | -1.1 | -12 | -1 | -0.2 | -12 | 0.2 | 77* | -3 | -15
O=C(NCC1CCCO1)C1CCN(C2CCN(CCCC3CCCC3)CC2)CC1 (centres undefined) | 1.5 | -10 | 11 | 1.5 | 13 | 0.0 | -13 | -14 | -6
CC1Cc2ccccc2N1C(=S)NC(=O)C1(C)CC1(Cl)Cl (centres undefined) | -0.4 | -11 | -14 | 3.4 | 7 | 0.0 | -11 | -3 | -2
O=C(O)/C=C/C(=O)NCC1CCC(CNC(=O)/C=C/C(=O)O)CC1 (centres undefined) | 1.0 | 1 | -15 | 1.1 | 10 | -0.5 | -1 | -11 | -7
CN1C(=O)N(C)C(NC(=O)Nc2ccccc2)C1NC(=O)Nc1ccccc1 (centres undefined) | 0.8 | 2 | -5 | 0.8 | 19 | -0.8 | 1 | -2 | -21
O=C(c1ccc([N+](=O)[O-])cc1)n1nc(-c2ccccc2)nc1NCc1ccc(F)cc1 | -1.4 | -2 | -3 | -0.8 | -4 | 5.6 | 1 | -10 | -12
N/C(=N\N=C\c1ccc(Br)o1)c1nonc1N | -1.6 | -5 | -9 | -0.5 | 3 | 1.8 | -9 | -3 | -10

Source: PubChem
